PriA SSB inh: K. pneumoniae PriA-SSBct interaction inhibition; inhibition, % at 33 µM; AlphaScreen SSBct-PriA binding, biotinylated peptide; 430,000 compounds, 0.6% hits; in the data active = inhibition mostly above about 37%, no sharp cut-off; inactive = mostly below about 20%;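 also: plate controls were negative control peptide for no effect and reference peptide for full effect; strong numbers were not always called active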
3CLpro inhibitor: SARS-CoV 3CLpro protease inhibition; inhibition, % at 6 µM; P0C6X7; recombinant SARS-CoV 3CLpro, quenched FRET peptide cleavage; 290,000 compounds, 0.14% hits; AID 1706; in the data active = inhibition above about 12%
TcdB inh: TcdB glycohydrolase inhibition. TcdB glycohydrolase enzymatic assay, plate reader. inhibition, % at 9.99 µM. 350,000 compounds, 0.24% hits; in the data active = inhibition above about 10%
BoNT A protease: blocks Botulinum neurotoxin A light chain protease; inhibition, % at 10 µM; multiplex microsphere protease substrate cleavage, flow cytometry; 360,000 compounds, 0.17% hits; AID 588499; also: plate controls were buffer without enzyme for full effect and enzyme alone for no effect
CCHFV vOTU inh: CCHFV vOTU protease inhibition; Pep-AMC fluorescence; inhibition, % at 11.5 µM; 370,000 compounds, 0.55% hits; AID 651958; in the data active = inhibition above about 30%; also: 0% = vehicle wells with enzyme and 100% = no enzyme wells
PfHsp40 yeast: rescue of PfHsp40-mediated yeast toxicity. AID 504582. S. cerevisiae expressing PfHsp40, growth rescue, ATP luminescence. growth rescue, % at 12.5 µM. 340,000 compounds, 0.68% hits; in the data active = growth rescue above about 28%, passing the limit was not always enough; inconclusive = no clear call, values can overlap the other calls;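 also: yeast W303a lacking pdr1 and pdr3 grown in galactose medium; growth measured after three days at 30 °C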
Anthrax LF inh2: inhibitors of Bacillus anthracis lethal factor protease. inhibition, % at 10 µM. AID 588501. 360,000 compounds, 0.12% hits. multiplex microsphere protease cleavage assay, LF. P15917; also: plate controls were buffer without enzyme for full effect and enzyme alone for no effect
Target sequence (P15917 whole entry, looked up): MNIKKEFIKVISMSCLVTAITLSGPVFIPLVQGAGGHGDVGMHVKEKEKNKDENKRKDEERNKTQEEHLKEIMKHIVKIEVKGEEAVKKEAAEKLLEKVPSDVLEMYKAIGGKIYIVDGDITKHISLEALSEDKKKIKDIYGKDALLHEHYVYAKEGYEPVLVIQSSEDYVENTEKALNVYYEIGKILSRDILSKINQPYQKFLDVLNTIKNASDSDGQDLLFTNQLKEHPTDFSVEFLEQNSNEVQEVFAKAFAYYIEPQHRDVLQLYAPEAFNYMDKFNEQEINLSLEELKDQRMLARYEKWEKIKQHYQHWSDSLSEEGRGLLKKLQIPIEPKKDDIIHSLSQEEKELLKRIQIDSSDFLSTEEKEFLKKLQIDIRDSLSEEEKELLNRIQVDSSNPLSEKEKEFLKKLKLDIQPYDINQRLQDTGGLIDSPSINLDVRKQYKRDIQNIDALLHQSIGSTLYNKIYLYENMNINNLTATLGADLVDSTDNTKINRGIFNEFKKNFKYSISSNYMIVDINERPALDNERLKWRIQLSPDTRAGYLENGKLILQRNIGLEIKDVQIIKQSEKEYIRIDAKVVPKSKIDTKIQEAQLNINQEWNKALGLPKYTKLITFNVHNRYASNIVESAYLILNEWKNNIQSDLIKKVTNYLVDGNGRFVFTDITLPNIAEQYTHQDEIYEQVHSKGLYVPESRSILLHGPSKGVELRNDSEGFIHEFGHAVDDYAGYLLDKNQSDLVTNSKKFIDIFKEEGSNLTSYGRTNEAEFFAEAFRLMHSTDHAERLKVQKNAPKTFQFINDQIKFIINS
Yp Topo-I inh: blocks Yersinia pestis topoisomerase I activity; Y. pestis Topo-I cleavage product accumulation, plate reader; activity, % at 10 µM; 360,000 compounds, 0.064% hits; in the data active = activity above about 50%, passing the limit was not always enough; inconclusive = no clear call, values can overlap the other calls; also: inactives centre near 2
Vc quorum ag: inducers of Vibrio cholerae quorum light production without autoinducers; activation, % at 18.7 µM; 350,000 compounds, 0.16% hits; AID 588436; V. cholerae BH1578 lux reporter, luminescence, 6 h; in the data active = activation mostly above about 9.7%, no sharp cut-off; inconclusive = no clear call, values can overlap the other calls; inactive = mostly below about 3.7%; also: not every result past the cut was called active; inactives centre near 0; reference of the scale not given here
VHR inh abs: inhibitors of human VHR1 phosphatase (DUSP3). P51452. recombinant VHR phosphatase, pNPP absorbance. inhibition, % at 13.3 µM. 290,000 compounds, 0.52% hits. AID 1654; in the data active = inhibition above about 50%; also: some compounds called inactive have numbers as strong as hits
Target sequence (P51452 whole entry, looked up): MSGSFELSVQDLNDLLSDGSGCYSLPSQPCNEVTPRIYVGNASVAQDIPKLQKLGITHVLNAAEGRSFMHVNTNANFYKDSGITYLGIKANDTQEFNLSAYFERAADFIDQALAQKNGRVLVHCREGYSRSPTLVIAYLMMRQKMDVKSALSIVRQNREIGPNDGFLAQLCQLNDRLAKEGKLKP
An asterisk follows results filed as active; & = joins results of further samples. Rule as the data show it, unless noted: active = inhibition above about 30%; inconclusive = no clear call, values can overlap the other calls; inactive = below that.

`CN(Cc1ccc(OC(F)F)cc1)C(=O)c1ccc2c(=O)n3c(nc2c1)CCC3` gave PriA SSB inh -9.7, TcdB inh -1.1, BoNT A protease 0.0, CCHFV vOTU inh 9.1, PfHsp40 yeast -0.5, Anthrax LF inh2 0.9, Yp Topo-I inh 3.8 and Vc quorum ag inactive.
Screening Cc1cc2c(s1)CCCCC(=O)N2 returned PriA SSB inh -5.4, 3CLpro inhibitor -1.3, BoNT A protease 0.7, CCHFV vOTU inh -2.5, PfHsp40 yeast -0.2, Anthrax LF inh2 -5.9, Yp Topo-I inh -0.6, Vc quorum ag inactive and VHR inh abs 11.3.
`Cc1cccc(NC(=O)CN2C(=O)N/C(=C/c3cc(C)n(-c4cccnc4)c3C)C2=O)c1` gave PriA SSB inh 11.5, 3CLpro inhibitor 5.0, TcdB inh 0.0, BoNT A protease -0.9, CCHFV vOTU inh 19.0, PfHsp40 yeast -0.2, Anthrax LF inh2 1.8, Yp Topo-I inh -8.5, Vc quorum ag -0.4 and VHR inh abs -18.3.
`CCCCc1c(-c2ccc(F)cc2F)ncn1CCc1ccccc1OC` gave TcdB inh 0.0, BoNT A protease -0.7, CCHFV vOTU inh 40.4* and Anthrax LF inh2 -3.7.
NC(=O)CC(NC(=O)Cc1cccc2ccccc12)c1ccc(NCc2ccccc2)c([N+](=O)[O-])c1 (stereo unspecified) was read as PriA SSB inh 7.0, TcdB inh 0.7, BoNT A protease -0.8, CCHFV vOTU inh 8.6, PfHsp40 yeast 0.4, Anthrax LF inh2 -3.2, Yp Topo-I inh -1.8, Vc quorum ag -2.8 and VHR inh abs 11.2.
CCN1CCN(C(=O)c2ccc3c(=O)n(C4CCCC4)c(=S)[nH]c3c2)CC1 was read as PriA SSB inh -18.1, 3CLpro inhibitor -1.9, BoNT A protease 0.3, CCHFV vOTU inh -1.6, PfHsp40 yeast -1.1, Anthrax LF inh2 -8.7, Yp Topo-I inh 16.5, Vc quorum ag -0.3 and VHR inh abs 20.7.
Screening COc1ccc(OC)c(C2C=C(c3ccc(C)c(C)c3)Nc3nnnn32)c1 (stereo unspecified) returned PriA SSB inh -27.9, BoNT A protease 0.0, CCHFV vOTU inh 10.5, PfHsp40 yeast -0.5, Anthrax LF inh2 -3.9, Yp Topo-I inh -2.3, Vc quorum ag -0.6 and VHR inh abs 14.6.
Screening Cn1c(=O)c2c(nc(CN3CCc4ccccc4C3)n2Cc2ccc(Cl)cc2)n(C)c1=O returned PriA SSB inh -11.3, 3CLpro inhibitor 0.6, BoNT A protease -0.4, CCHFV vOTU inh -5.7, PfHsp40 yeast 0.9, Anthrax LF inh2 -5.0, Yp Topo-I inh -3.7, Vc quorum ag 1.7 and VHR inh abs 5.1.
Screening O=C(NCc1cccs1)C1CCN(c2ccc(S(=O)(=O)N3CCOCC3)cc2Cl)CC1 returned PriA SSB inh 1.8, 3CLpro inhibitor 1.7, BoNT A protease 0.3, CCHFV vOTU inh -4.4, PfHsp40 yeast 1.5, Anthrax LF inh2 0.9, Yp Topo-I inh 10.8, Vc quorum ag -1.0 and VHR inh abs 18.7.
Screening CN(c1ccccc1)S(=O)(=O)c1ccc(Cl)c(C(=O)NC2=NCCS2)c1 returned PriA SSB inh -0.8, 3CLpro inhibitor -0.5, TcdB inh -2.2, BoNT A protease -0.8, CCHFV vOTU inh 9.7, PfHsp40 yeast -0.9, Anthrax LF inh2 -2.1, Yp Topo-I inh -1.2 and VHR inh abs 1.2.
For Cc1ccc(S(=O)(=O)N2CCOCC2)cc1NC(=O)COC(=O)CCC(=O)c1ccc(F)cc1 the results were PriA SSB inh -8.8, TcdB inh 1.3, BoNT A protease 0.2, CCHFV vOTU inh 1.1, PfHsp40 yeast -0.1, Anthrax LF inh2 7.5, Yp Topo-I inh 1.9 and Vc quorum ag inactive.
Nc1cc(N2CCNCC2)ccc1[N+](=O)[O-] was read as PriA SSB inh 0.8, 3CLpro inhibitor -3.3, BoNT A protease -1.0, CCHFV vOTU inh -7.7, PfHsp40 yeast -2.2, Anthrax LF inh2 -1.4, Yp Topo-I inh -3.9, Vc quorum ag inactive and VHR inh abs -3.8.
Cc1ccccc1NC(=O)CSc1nc2ccccc2c(=O)n1CC1CCCO1 (stereo unspecified) was read as PriA SSB inh -10.8, 3CLpro inhibitor -1.9, TcdB inh 1.9, BoNT A protease -3.0, CCHFV vOTU inh 1.7, PfHsp40 yeast 0.1, Anthrax LF inh2 -2.2, Yp Topo-I inh -1.4, Vc quorum ag -0.3 and VHR inh abs 6.8.
CCCCc1c(-c2ccccc2OC)ncn1C1CCCC1 was read as TcdB inh 0.4, BoNT A protease 0.4, CCHFV vOTU inh 19.0 and Anthrax LF inh2 4.6.
`COc1ccc(N(CC(=O)N2CCCC2)S(=O)(=O)c2ccc(NC(C)=O)cc2)cc1` gave PriA SSB inh 10.8, 3CLpro inhibitor 5.3, TcdB inh 1.2, BoNT A protease 0.4, CCHFV vOTU inh 11.8, PfHsp40 yeast -1.7, Anthrax LF inh2 -0.4, Yp Topo-I inh -1.2, Vc quorum ag -0.3 and VHR inh abs 14.4.

Random excerpt: 2 compounds from above.
Cc1ccccc1NC(=O)CSc1nc2ccccc2c(=O)n1CC1CCCO1 (stereo unspecified) was read as PriA SSB inh -10.8, 3CLpro inhibitor -1.9, TcdB inh 1.9, BoNT A protease -3.0, CCHFV vOTU inh 1.7, PfHsp40 yeast 0.1, Anthrax LF inh2 -2.2, Yp Topo-I inh -1.4, Vc quorum ag -0.3 and VHR inh abs 6.8.
`CCCCc1c(-c2ccc(F)cc2F)ncn1CCc1ccccc1OC` gave TcdB inh 0.0, BoNT A protease -0.7, CCHFV vOTU inh 40.4* and Anthrax LF inh2 -3.7.

Next section.
For O=C(NC1(C(F)(F)F)NC(=O)N(Cc2cccnc2)C1=O)c1ccccc1Cl (stereo unspecified) the results were PriA SSB inh -2.4, 3CLpro inhibitor -5.6, BoNT A protease inconclusive, CCHFV vOTU inh 10.5, PfHsp40 yeast -0.4, Anthrax LF inh2 -5.2, Yp Topo-I inh 2.7, Vc quorum ag 1.9 and VHR inh abs 10.6.
For CC(C)(CNC(=O)C1CCN(S(=O)(=O)c2cc([N+](=O)[O-])ccc2Cl)CC1)N1CCOCC1 the results were PriA SSB inh 1.4, TcdB inh 2.2, BoNT A protease -2.6, CCHFV vOTU inh 5.1, PfHsp40 yeast 0.9, Anthrax LF inh2 0.6, Yp Topo-I inh -6.3 and Vc quorum ag -1.9.
Screening Cc1cccc(OCC(=O)NCCNC(=O)c2ccco2)c1 returned PriA SSB inh -1.7, 3CLpro inhibitor -4.1, TcdB inh 0.2, BoNT A protease 1.1, CCHFV vOTU inh -3.2, PfHsp40 yeast -0.3, Anthrax LF inh2 1.3, Yp Topo-I inh -0.4, Vc quorum ag -0.2 and VHR inh abs 23.1.
For CC(=O)Nc1cc(-c2ccc(C(=O)N3CCOCC3)cc2)cn2c(-c3cccc(C(C)=O)c3)cnc12 the results were TcdB inh -0.1, BoNT A protease -0.2, CCHFV vOTU inh -6.1, Anthrax LF inh2 -2.7, Yp Topo-I inh 25.7 and Vc quorum ag -0.5.
Screening Cc1ccc(C(=O)O)cc1NC(=O)c1cccs1 returned PriA SSB inh -2.6, 3CLpro inhibitor -3.1, BoNT A protease -0.7, CCHFV vOTU inh 11.7, PfHsp40 yeast 0.0, Anthrax LF inh2 -6.8, Yp Topo-I inh 3.5, Vc quorum ag inactive and VHR inh abs 5.1.
Screening O=c1nc2n(c3cc(Cl)c(S(=O)(=O)N4CCOCC4)cc13)CCCCC2 returned PriA SSB inh -11.1, 3CLpro inhibitor -1.5, BoNT A protease -0.8, CCHFV vOTU inh 4.6, PfHsp40 yeast 0.2, Anthrax LF inh2 -4.6, Yp Topo-I inh 1.0, Vc quorum ag -1.7 and VHR inh abs 25.8.
`O=c1[nH]c2ccccc2n1C1CCN(C(c2ccnc3ccccc23)c2nnnn2Cc2ccccc2)CC1` (stereo unspecified) gave TcdB inh 2.8, BoNT A protease 0.6, CCHFV vOTU inh 3.3 and Anthrax LF inh2 -1.2.
`CC(C)CNC(=O)c1[nH]c(C(F)(F)F)nc1-c1ccccc1` gave TcdB inh 0.8, BoNT A protease 0.0, CCHFV vOTU inh 19.0 and Anthrax LF inh2 -8.7.
`S=C(N/N=C/c1ccc(Cl)cc1)N1CCOCC1` gave 3CLpro inhibitor -0.3, BoNT A protease -1.9, CCHFV vOTU inh -11.4, PfHsp40 yeast 6.6, Anthrax LF inh2 -2.6, Yp Topo-I inh -8.0, Vc quorum ag -0.3 and VHR inh abs -8.0.
Screening C=CCn1c(SCC(=O)NC2CCCCC2)nc2ccccc2c1=O returned PriA SSB inh 4.9, 3CLpro inhibitor 3.2, TcdB inh -1.0, BoNT A protease -0.4, CCHFV vOTU inh -1.2, PfHsp40 yeast -0.7, Anthrax LF inh2 -0.4, Yp Topo-I inh -1.2, Vc quorum ag inactive and VHR inh abs 13.4.
Screening CN1/C(=C\C=O)C(C)(C)c2ccccc21 returned PriA SSB inh -3.3, 3CLpro inhibitor -2.7, TcdB inh -0.1, BoNT A protease -0.9, CCHFV vOTU inh 15.2, PfHsp40 yeast 0.0, Anthrax LF inh2 -2.7, Yp Topo-I inh 4.5, Vc quorum ag inactive and VHR inh abs 38.6.
For O=C(CN1C(=O)NC2(CCOc3ccccc32)C1=O)c1ccc(Cl)cc1 (stereo unspecified) the results were PriA SSB inh -15.5, TcdB inh 0.4, BoNT A protease -0.1, CCHFV vOTU inh -7.2, PfHsp40 yeast 0.2, Anthrax LF inh2 -4.3, Yp Topo-I inh -1.6 and Vc quorum ag inactive.
`Cc1cccc(C)c1NC(=O)CN(C)C(=O)CC1Sc2ccccc2NC1=O` (stereo unspecified) gave PriA SSB inh -7.9, TcdB inh 0.6, BoNT A protease -1.5, CCHFV vOTU inh 1.4, PfHsp40 yeast 0.5, Anthrax LF inh2 -8.7, Yp Topo-I inh -3.7 and Vc quorum ag inactive.
Screening COc1ccc(C(=O)NCCCOc2cccc(NC(C)=O)c2)cc1 returned PriA SSB inh -1.4, 3CLpro inhibitor -0.8, TcdB inh 0.7, CCHFV vOTU inh -4.0, PfHsp40 yeast -1.4, Yp Topo-I inh 1.8, Vc quorum ag -0.4 and VHR inh abs -13.4.
`CC(C)C(=O)Nc1ccc(C(=O)NC2CCSC2=O)cc1` (stereo unspecified) gave PriA SSB inh -1.7, 3CLpro inhibitor -5.9, BoNT A protease 0.4, CCHFV vOTU inh 15.5, PfHsp40 yeast 0.4, Anthrax LF inh2 -1.3, Yp Topo-I inh 1.5, Vc quorum ag inactive and VHR inh abs 18.2.
`CC1CCN(C(=O)CSc2nnc(Cc3cc(=O)[nH]c(=O)[nH]3)n2-c2ccc(Cl)cc2)CC1` gave PriA SSB inh -8.0, 3CLpro inhibitor -3.7, TcdB inh -0.2, BoNT A protease -0.1, CCHFV vOTU inh -5.2, PfHsp40 yeast -1.3, Anthrax LF inh2 2.3, Yp Topo-I inh 1.3, Vc quorum ag -0.2 and VHR inh abs 20.9.
O=C(NNC(=O)c1cccc([N+](=O)[O-])c1)c1ccncc1 was read as PriA SSB inh -8.5, 3CLpro inhibitor -0.5, TcdB inh -0.3, BoNT A protease -0.5, CCHFV vOTU inh 0.7, PfHsp40 yeast 2.4, Anthrax LF inh2 0.8, Yp Topo-I inh 4.6, Vc quorum ag 2.6 and VHR inh abs 10.3.
`CC(C)COC(=O)N(C)C[C@H]1OCc2cnnn2CCCC(=O)N([C@H](C)CO)C[C@H]1C` gave TcdB inh 0.9&-0.5&-1.3, BoNT A protease -0.3, CCHFV vOTU inh -0.5, Anthrax LF inh2 -8.1, Yp Topo-I inh -4.2 and Vc quorum ag inactive.
Screening CCc1ccc(NC(=O)c2ccc(NC3=NC4CS(=O)(=O)CC4S3)cc2)cc1 (stereo unspecified) returned PriA SSB inh 9.4, 3CLpro inhibitor 0.9, TcdB inh -2.0, BoNT A protease 0.1, CCHFV vOTU inh -1.1, PfHsp40 yeast -0.2, Anthrax LF inh2 4.0, Yp Topo-I inh -20.0, Vc quorum ag -0.2 and VHR inh abs 6.5.

Only part of the results is shown. The share of hits here may be higher or lower than overall.
